Autophagy mod = modulators of autophagy. calls only at 10 µM (by protocol). MEF GFP-LC3 puncta imaging; test concentration mostly 10 µM. AID 463193. 190,000 tested, 0.98% active;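 active = percentage of spot-positive cells more than 3 SD above its plate mean, without a fluorescence outlier flag or 80% toxicity; inconclusive = no clear call, values can overlap the other calls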;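 also: spot-positive cell cutoff set from DMSO-treated cells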
M17LAP inhibition = P. falciparum M17LAP inhibitors, primary screen, biochemical, fluorogenic H-Leu-NHMec substrate, 1536-well (AID 1619). recombinant M17LAP, H-Leu-NHMec fluorogenic kinetic assay; higher % means a stronger effect. one-dose inhibition, % at 30 µM; IC50 in µM for titrated hits. 220,000 tested, 0.38% active;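 active = compound inhibiting the enzyme by more than half at any dose during confirmatory dose-response retesting; inconclusive = strong single-dose inhibitors picked by rank but not retested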;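 also: plate controls were full reaction with DMSO carrier for no effect and no enzyme background for full effect; strong numbers were not always called active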
MT stabilize HCS = stabilizes microtubules in HeLa cells. HeLa tubulin immunostaining HCS, 24 h; share of cells brighter than vehicle mean+2SD. % tubulin-high responders, % at 10 µM. 200,000 tested, 0.83% active;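 active = plate Z-score above 3 for both tubulin-high and condensed-nucleus cell shares, with cell loss under 80%, at 10 µM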;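 also: anti alpha tubulin signal scored within the nucleus-defined area of each cell; some results filed as inactive read as strong as hits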
bCat nuc transl = modulators of beta-catenin nuclear translocation; HeLa beta-catenin nuclear translocation, immunofluorescence imaging; 190,000 tested, 0.3% active; AID 1665; nuclear translocation activity, % at 5 µM;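 active = nuclear translocation activity above 50% at 5 µM, with a well cell count of 50 or more; inconclusive = wells under 50 cells across six images, flagged as toxic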;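 also: per-cell ratio of nuclear to cytoplasmic median beta-catenin stain intensity; plate controls were DMSO negative control for no effect and GSK-3 inhibitor IX positive control for full effect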
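Technique: fluorescence imaging of beta-catenin antibody stain plus DAPI / Material: human HeLa cell line / Incubation: compound treatment 24 h, 37°C, 5% CO2 / Read-out basis: % activation of per-cell nuclear versus cytoplasmic median beta-catenin signal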
Dynein cargo inh = dynein cargo transport inhibition; 3617.4 mouse cells, GR-EGFP nuclear translocation imaging; test concentration mostly 20 µM; stimulated with dexamethasone, 1 µM; active compounds read low; z-score, hits read low; 220,000 tested, 0.47% active;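 active = plate z-score of nuclear minus cytoplasmic receptor signal below a set negative limit, without overly bright fluorescence or cell loss, cut at about -3.5 in these data, passing the limit was not always enough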;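 also: z-score of nuclear minus cytoplasmic ring GR-EGFP intensity difference per well; some compounds called inactive have numbers as strong as hits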
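Buffer or medium: tetracycline-free induction medium containing charcoal-stripped FBS / Reagent: dexamethasone agonist, 1.0 µM final, for 30 min / Technique: automated 10x imaging of fixed Hoechst-stained cells / Times: induction 48 h, compound 1 h, agonist 30 min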
NOD1 NF-kB reporter = NOD1 signaling inhibitors, primary screen, cell-based, luminescence, uHTS (AID 1578); NOD1-driven NF-kB luciferase reporter cells, luminescence; higher % means a stronger effect; inhibition, % at 4 µM; hits with a dose series show EC50 in µM; 290,000 tested, 1% active; in the data active = inhibition mostly above about 36%, no sharp cut-off; inactive = mostly below about 34%;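 also: HEK-293T reporter cells stimulated with the NOD1 agonist gamma-tri-DAP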
Yfh1-depleted yeast = mitochondrial function rescue without frataxin homolog – Friedreich's ataxia, plus single-dose screen, dose response (AID 1465); S. cerevisiae Yfh1-off respiration, WST-1 reduction, 72 h; higher fold induction means a stronger effect; one-dose fold induction at 50 µM; EC50 in µM for titrated hits; 220,000 tested, 0.074% active;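 active = fold induction of absorbance versus untreated yeast above a set limit, then at least 30% activation at any dose in follow-up; inconclusive = repeats straddling the limit, or above it without dose testing; inactive = fold induction below the set limit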;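 also: activators that raise dye reduction in frataxin-depleted yeast; strong numbers were not always called active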
HEK293 NOD2/NF-kB = NOD2 signaling inhibitors, cell-based, luminescence, uHTS, HEK293 (AID 1566); inhibition, % at 4 µM, or EC50 in µM where a hit was titrated; 290,000 tested, 0.63% active; HEK293 NOD2/NF-kB luciferase reporter, luminescence; higher % means a stronger effect; in the data active = inhibition above about 50%; also: many of its hits are not listed in these tables
Insulin prom up = MIN6 insulin promoter up-regulation. MIN6 insulin promoter-GFP reporter, high-content imaging; active compounds read high. z-score at 5 µM. 190,000 tested, 0.3% active. AID 1625;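 active = z-score above 3 at 5 µM with at least 500 cells counted in the well; inconclusive = wells under 500 cells, flagged as cytotoxic or low count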
Dynein cargo inh cytoplasmic EGFP = second read-out of Dynein cargo inh, no call of its own (marks repeat the call); z-score; measured here: cytoplasmic GR-EGFP intensity; active compounds read high
Dynein cargo inh nuclear GR-EGFP = further read-out of Dynein cargo inh, marked with its call; z-score; measured here: nuclear GR-EGFP intensity;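 lower value marks the stronger effect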
Dynein cargo inh cell count = recorded beside Dynein cargo inh, whose call it bears; z-score; measured here: cell count per field
Insulin prom up cell count = further read-out of Insulin prom up, marked with its call; cell count; measured here: cytotoxicity, nuclei count;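 total cells summed across four imaged fields per well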
bCat nuc transl cell count 5 µM = second read-out of bCat nuc transl, no call of its own (marks repeat the call); cell count; measured here: cell count, cytotoxicity flag
MT stabilize HCS Hoechst-high % = recorded beside MT stabilize HCS, whose call it bears; % Hoechst-high responders; measured here: nuclear condensation Hoechst responders;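 share of cells brighter than vehicle mean plus two SD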
MT stabilize HCS cytotoxicity % = recorded beside MT stabilize HCS, whose call it bears; toxicity, %; measured here: cytotoxicity by cell density;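 0% = mean cell density of plate MIN control wells and 100% = no cells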
Autophagy mod cell loss 18 h = further read-out of Autophagy mod, marked with its call; toxicity, %; measured here: cell loss, nuclei count;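 cell loss after 18 h compound exposure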
Starred values were filed as active, the others as inactive; i = inactive; ? = inconclusive; . = no result given. A portion of the library; rates above refer to the full screens.

Structure	Autophagy mod	Autophagy mod cell loss 18 h	M17LAP inhibition	MT stabilize HCS	MT stabilize HCS Hoechst-high %	MT stabilize HCS cytotoxicity %	bCat nuc transl	bCat nuc transl cell count 5 µM	Dynein cargo inh	Dynein cargo inh cytoplasmic EGFP	Dynein cargo inh nuclear GR-EGFP	Dynein cargo inh cell count	NOD1 NF-kB reporter	Yfh1-depleted yeast	HEK293 NOD2/NF-kB	Insulin prom up	Insulin prom up cell count
COc1cc(SC)ccc1C(=O)Nc1nccs1	i	-12	12%	3.7	2.4	5.3	-0.1	1009	0.34	-0.24	0.73	-0.21	-52%	i	-159%	0.51	1533
CC[n+]1ccc(C(=O)NCc2ccccc2)cc1	i	13	-7%	5.9	2.6	7.6	3.0	1075	0.23	-0.27	0.39	0.73	-25%	i	-6%	-0.45	1197
Cc1ccc(-n2c(SCC(=O)N3c4ccccc4Sc4ccccc43)nnc2-c2ccncc2)cc1	i	4	-6%	4.8	1.5	6.6	0.8	1085	-0.75	-0.28	-0.37	0.6	-26%	i	32%	-1.1	1373
Nc1cc([N+](=O)[O-])ccc1N1C(=O)CCCC1=O	.	.	4%	.	.	.	0.4	1266	-0.16	-0.21	-0.47	1.1	-6%	i	10%	0.83	1308
COc1ccccc1-c1nc(=S)c(C(C)=O)c(C)[nH]1	.	.	7%	.	.	.	0.4	1331	-1.1	-0.29	-0.47	1.1	-6%	i	8%	0.51	999
CCOC(=O)c1c(C)sc2c1N(C(=O)CN1CCOCC1)c1cc(Cl)ccc1S2	i	-4	5%	3.7	2.4	10	.	.	-0.18	0.066	-0.041	0.46	3%	i	5%	-1	959
O=S(=O)(Nc1ccc(Cc2ccncc2)cc1)c1ccc(Cl)s1	i	2	22%	1.7	1.8	4.3	0.8	937	-0.66	-0.12	-0.24	1.3	28%	i	11%	-0.06	1282
CC(Oc1ccccc1F)C(=O)Nc1ccc2ccccc2c1 (stereo not given)	i	8	-5%	3.2	1.9	6.0	1.4	998	0.095	-0.22	0.039	0.68	-27%	i	6%	.	.
Cc1ccc(OCC(O)Cn2c(=N)n(CCN3CCOCC3)c3ccccc32)cc1 (stereo not given)	i	-27	-6%	2.2	2.2	12	-5.2	935	-0.5	-0.21	-0.25	0.64	-3%	i	-9%	-0.76	913
O=C1/C(=C/c2ccc(F)cc2)SC(=S)N1N1CCOCC1	.	.	10%	.	.	.	-1.4	1355	-0.0059	-0.83	-0.31	0.13	4%	i	-8%	1.5	905
C=CCSc1nnc(C)n1-c1ccc(Cl)cc1	i	0	-6%	1.9	2.1	4.4	0.0	1034	-1.2	-0.23	-0.65	0.025	-22%	i	-12%	0.27	1301
O=C(NC1CC1)C1=NOC(CNc2ncc(C(F)(F)F)cc2Cl)C1 (stereo not given)	i	-1	-8%	1.1	1.3	0.1	.	.	-0.25	-0.14	-0.06	-0.041	-8%	i	6%	.	.
Cc1nnc(SC2CC(=O)N(c3ccccc3)C2=O)s1 (stereo not given)	i	1	-7%	3.7	2.1	4.6	5.7	445	-1.2	2.1	-0.27	-1.8	-2%	i	-7%	.	.
O=C(NCCCN1CCCCCC1)C1CC(=O)N(CCc2ccccc2)C1 (stereo not given)	i	12	9%	3.4	3.0	6.1	-0.7	1440	-1.5	0.11	-0.59	0.54	-13%	i	6%	-1.4	1435
Cc1ccsc1/C=N\Nc1cn[nH]c(=O)c1Cl	i	0	22%	4.8	3.2	5.8	1.4	804	0.8	-0.25	0.74	-1.2	26%	i	-17%	0.66	1163
O=C(Nc1ccccc1C(=O)N1CCOCC1)C1COc2ccccc2O1 (stereo not given)	i	-6	13%	3.8	1.4	4.1	-0.9	1013	1.9	-0.22	0.81	-1.3	-11%	i	2%	0.29	1294
CCOC(=O)C1CSC(CC(=O)Nc2ccc(OCC)cc2)C(=O)N1 (stereo not given)	i	-4	11µM*	4.1	1.9	5.9	0.0	1135	-0.43	-0.23	0.066	1	-12%	i	11%	.	.
O=C1C2C3C=CC([C@@H]2C(=O)N1C1CC1)[C@H]1C(=O)N(C2CC2)C(=O)C31 (stereo not given in full)	i	3	-5%	2.4	1.6	12	-0.5	1337	-0.2	-0.22	-0.27	0.57	11%	i	4%	-1.1	1645
O=S(=O)(Nc1nc2ccccc2nc1NCC1CCCO1)c1cc(Cl)ccc1Cl (stereo not given)	.	.	27%	.	.	.	-0.1	1286	-0.93	-0.24	-0.32	0.44	-1%	i	12%	-0.21	1130
COc1cc([N+](=O)[O-])ccc1NC(=O)Nc1nc2c(s1)CCCC2	i	-9	-5%	2.0	3.4	13	-0.4	1159	0.13	-0.26	-0.1	0.066	2%	i	13%	-1.2	1295
O=c1c2c(-c3cccs3)csc2ncn1-c1ccccc1	i	6	5%	3.4	2.2	0.4	2.6	504	1.4	-0.23	0.68	-0.24	-36%	i	5%	-0.46	1267
O=C(COc1ccc(Cl)cc1)Nc1ccc2c(c1)CCC2	i	25	5%	4.7	2.8	3.4	1.6	1168	-0.47	-0.21	-0.064	0.11	-41%	i	-12%	0.24	1385
COc1ccc(OCC(=O)NNC(=O)C2CCCO2)cc1 (stereo not given)	i	8	0%	1.8	2.1	2.1	-0.6	607	1	-0.07	0.98	-0.83	-20%	i	6%	0.22	1306
Cc1cccc(Nc2nn3c(=O)c4ccccc4nc3s2)c1	i	4	-3%	4.0	1.9	8.3	2.2	1444	-1.2	-0.32	-0.47	0.34	-58%	i	-69%	0.05	1449
CC(=O)c1cccc(NS(=O)(=O)c2ccc(N/C=C\C(=O)c3ccc(F)cc3)cc2)c1	i	-13	-1%	3.5	1.5	7.5	.	.	0.43	-0.22	0.56	0.36	2%	i	12%	?	.
O=C(N/N=C/c1ccccc1)c1ccc(N2CCOCC2)c([N+](=O)[O-])c1	i	1	-5%	3.7	1.4	0.3	.	.	-0.27	-0.3	-0.35	0.26	19%	i	8%	0.33	1257
N#Cc1ccc(CSc2nnc(-c3c[nH]c4ccccc34)n2-c2ccccc2)cc1	i	5	-1%	2.9	2.8	1.2	-0.3	1593	0.35	-0.24	-0.084	0.46	-4%	i	21%	.	.
CCNc1nc(Cl)nc(-c2cn(-c3ccccc3)c3ccccc23)n1	.	.	-15%	.	.	.	-1.6	1326	1.4	-0.23	0.51	-0.41	-2%	i	11%	-0.23	1015
O=C(c1ccc(S(=O)(=O)N2CCOCC2)cc1)N1CCN(c2ccccn2)CC1	i	25	3%	3.9	1.7	1.7	1.8	974	1.8	-0.3	1.4	-0.11	27%	i	-28%	.	.
C=CCN(c1ccc(C(=O)Nc2cccc(C)c2)cc1)S(C)(=O)=O	i	14	-2%	2.6	1.7	6.2	-1.0	1085	-0.34	-0.26	-0.068	0.5	-22%	i	5%	0.51	1492
O=C(NCC(=O)N(CC1CCCO1)C(C(=O)NC1CCCCC1)c1ccc(F)cc1)c1ccco1 (stereo not given)	i	-52	9%	5.7	2.5	12	-3.4	1022	0.26	-0.45	0.27	0.52	-9%	i	18%	.	.
COCCn1nnnc1CN1CCN2CCCC2C1 (stereo not given)	i	24	-5%	3.6	2.4	11	-1.1	1137	-1	-0.28	-0.38	0.98	0%	i	18%	-0.21	755
Cn1c2c(c(=O)[nH]c1=O)C(NC(=O)c1ccco1)(C(F)(F)F)C(=O)N2 (stereo not given)	i	-1	11%	1.8	1.2	2.9	.	.	0.04	-0.21	0.2	0.22	-3%	.	1%	-0.16	1341

Assay outcomes as filed in PubChem BioAssay.
